High-throughput results from PubChem.
KCNQ1 inh = inhibitors of human KCNQ1 channel, primary screen, cell-based, thallium flux, high-throughput; B-score at 10 µM; CHO-K1 KCNQ1, FluxOR thallium flux fluorescence; active compounds read high; AID 2642, 2010; hit rate 1.3% among 310,000;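 active = compounds whose thallium flux B-score, printed positive for inhibition, exceeds three library SD while starting fluorescence stays within three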;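 also: channel opened by potassium depolarization with thallium stimulus after 20 min compound exposure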
KCNK3 inh = human KCNK3 channel inhibitors, primary screen, CHO cells, FluxOR thallium flux, B-score; Potassium channel subfamily K member 3 (Homo sapiens), O14649; B-score at 10 µM; FluxOR fluorescence; active compounds read low; hit rate 0.84% among 340,000;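 active = B-score under library mean minus 4 SD, starting fluorescence ratio at most library mean plus 5 SD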;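 also: more negative B-score means stronger inhibition of thallium flux through KCNK3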
RGS4 act = RGS4 potentiators or activators, primary screen, cell-based, HEK293 M3R inducible RGS4, calcium flux; carbachol calcium flux Fluo4; active compounds read low; B-score at 10 µM; hit rate 0.92% among 310,000;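 active = B-score of the integrated calcium signal more than 4 SD below the library mean, with starting fluorescence not abnormally high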;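 also: negative B-score means reduced calcium response which marks RGS4 activation or potentiation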
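test system = HEK293 cells with stable M3R and inducible RGS4 | schedule = recording 10 s baseline at 1 Hz, 100 s post-agonist | technique = Fluo4-AM (2 µM) calcium-flux fluorescence, kinetic read | measure = Agonist-evoked peak-minus-minimum fluorescence over baseline, integrated ratio, B score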
KCNQ1 pot = potentiators or activators of KCNQ1 channel, primary screen, cell-based, thallium flux, high-throughput | hit rate 0.35% among 310,000 | B-score at 10 µM | AID 2648, 2010 | CHO-K1 KCNQ1, thallium flux FluxOR fluorescence; active compounds read high;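 active = fluorescence ratio B-score, a plate-corrected score, at least three library SD, with initial intensity B-score within 5 SD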
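Assay system: stable KCNQ1 CHO-K1 line; medium: assay buffer, equal DMSO in all wells; timing: 90 min dye loading and 20 min compound exposure, both at room temperature; technique: kinetic FluxOR thallium fluorescence, 10-s 1-Hz baseline, 110-s post-stimulus read; read-out basis: B score of baseline-normalized fluorescence ratio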
RGS4 inh = RGS4 inhibitors, primary screen, cell-based, HEK293 M3R inducible RGS4, calcium flux | AID 463165, 2010 | Fluo-4 calcium flux; active compounds read high; triggered by carbachol at its EC20 | B-score at 10 µM | hit rate 0.45% among 310,000 | Regulator of G-protein signaling 4 (Homo sapiens), P49798;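 active = B-score, a plate-corrected calcium signal, over three deviations above library mean, with baseline fluorescence within five deviations of library mean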;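 also: RGS4 expression induced by doxycycline in cells with stable M3 receptor; B-score is computed from the integrated fluorescence ratio over baseline after carbachol; higher B-score means a larger calcium signal and so more RGS4 inhibition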
PolyA inh = polyadenylation inhibitors in yeast reporter cells, primary screen, luminescence, S. cerevisiae. S. cerevisiae SKY197-pL101 polyadenylation reporter, beta-gal luminescence; efflux-impaired pdr1/pdr3 knockout yeast; score 100 = 6 SD above DMSO. calls only at 12 µM. hit rate 0.02% among 300,000. AID 1875, 2009;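 active = lowest replicate activity score at least 50, where 100 means six control SD above control mean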;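 also: yeast exposed to compound for 9 h at 30 °C; higher score means more reporter readthrough which indicates perturbed polyadenylation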
GSK3B inh = human GSK3beta kinase inhibitors, primary screen, biochemical, cell-free homogeneous, HTS. AID 2097, 2009. activity score (negative = inhibition), % at 10 µM. hit rate 0.038% among 300,000. GST-GSK3beta kinase, ADP-Glo luminescence, 60 min; active compounds read low;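 active = more than half of replicate wells score below -50%, meaning over 50% inhibition versus plate controls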;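 also: 0% = median DMSO wells and -100% = median GW8510 positive control wells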
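Test system – GST-tagged human GSK3beta kinase, cell-free · Incubation – 60 min enzyme reaction, room temperature · Signal – ADP-Glo luminescence · Also added – peptide substrate and ATP at 25 µM · Controls – DMSO neutral wells and GW8510 at 20 µM as positive · Buffer or medium – Tris/MgCl2 kinase buffer · Measure – Luminescence-derived activity versus plate DMSO and GW8510 wells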
GSK3 alpha inh = blockers of GSK3A enzyme activity – biochemical, luminescence, cell-free homogeneous, HTS, primary screen; inhibition, % at 10 µM; Glycogen synthase kinase-3 alpha (Homo sapiens), P49840; hit rate 0.1% among 320,000; GSK-3 alpha kinase, ADP-Glo luminescence, 60 min;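 in the data active = inhibition above about 50%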;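 also: GST-tagged GSK-3 alpha with peptide substrate and 25 µM ATP; 0% = DMSO neutral wells and 100% = GW8510 positive control wells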
KCNK9 inh = KCNK9 potassium channel inhibitors, primary screen, HEK293 cells, thallium flux; Potassium channel subfamily K member 9 (Homo sapiens), Q9NPC2; AID 488922, 2010; B-score at 10 µM; FluxOR thallium flux fluorescence; active compounds read low; hit rate 1.2% among 310,000;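 active = ratio B-score over 3 SD below the library mean, with starting fluorescence within 5 SD of its mean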;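 also: negative B-score means less thallium flux so channel inhibition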
hERG protect = hERG rescue from dofetilide block, primary screen, cell-based, CHO-hERG, FluxOR thallium flux, dofetilide IC70; dofetilide IC70 present; AID 1511, 2009; activation (rescue from dofetilide block), less the hit threshold, % at 10 µM; hit rate 0.51% among 310,000;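 active = activation above the mean of controls blocked by dofetilide plus 5 SD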;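 also: thallium influx through hERG after potassium depolarization seen as dye fluorescence rise; in these data hits start at about 4.7%; inactives centre near -7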
Target sequence (Q12809 whole entry, looked up): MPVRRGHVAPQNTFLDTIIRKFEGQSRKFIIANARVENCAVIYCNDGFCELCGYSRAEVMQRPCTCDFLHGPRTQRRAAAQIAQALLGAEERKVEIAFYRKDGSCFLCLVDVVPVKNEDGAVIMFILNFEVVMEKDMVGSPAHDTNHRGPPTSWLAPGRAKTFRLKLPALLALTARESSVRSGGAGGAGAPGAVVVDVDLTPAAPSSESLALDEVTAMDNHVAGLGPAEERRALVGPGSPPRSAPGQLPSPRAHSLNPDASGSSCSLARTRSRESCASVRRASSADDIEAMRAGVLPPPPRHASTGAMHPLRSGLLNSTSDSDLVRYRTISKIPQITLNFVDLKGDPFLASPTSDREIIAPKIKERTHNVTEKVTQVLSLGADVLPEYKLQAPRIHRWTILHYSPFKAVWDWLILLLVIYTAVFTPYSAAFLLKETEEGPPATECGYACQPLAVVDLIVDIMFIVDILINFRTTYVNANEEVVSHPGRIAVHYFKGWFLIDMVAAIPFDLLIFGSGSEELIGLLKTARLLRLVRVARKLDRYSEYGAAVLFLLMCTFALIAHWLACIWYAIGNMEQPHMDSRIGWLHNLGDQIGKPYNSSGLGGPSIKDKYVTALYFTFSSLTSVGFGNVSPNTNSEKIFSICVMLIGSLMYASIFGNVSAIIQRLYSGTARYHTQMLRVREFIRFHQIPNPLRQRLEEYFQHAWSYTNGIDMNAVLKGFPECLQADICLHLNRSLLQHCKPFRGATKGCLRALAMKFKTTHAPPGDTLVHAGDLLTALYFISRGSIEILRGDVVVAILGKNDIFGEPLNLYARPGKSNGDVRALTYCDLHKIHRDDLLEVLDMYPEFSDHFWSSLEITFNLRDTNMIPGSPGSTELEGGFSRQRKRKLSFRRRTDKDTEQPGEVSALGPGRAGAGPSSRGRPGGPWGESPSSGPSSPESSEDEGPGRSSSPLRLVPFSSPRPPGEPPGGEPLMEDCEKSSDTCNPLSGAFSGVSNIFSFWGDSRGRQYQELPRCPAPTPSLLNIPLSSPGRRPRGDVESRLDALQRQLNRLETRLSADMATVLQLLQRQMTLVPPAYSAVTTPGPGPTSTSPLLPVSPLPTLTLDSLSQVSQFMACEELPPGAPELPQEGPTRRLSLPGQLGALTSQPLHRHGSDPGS
Dyrk1A ADPGlo = rat Dyrk1A kinase inhibitors, primary screen, biochemical, single point, plate reader; hit rate 0.43% among 310,000; AID 504441, 2011; Dual specificity tyrosine-phosphorylation-regulated kinase 1A (Rattus norvegicus), Q63470; ADP-Glo luminescence, NFATc1 peptide; inhibition, % at 12.5 µM; in the data active = inhibition above about 50%;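 also: plate controls were vehicle with enzyme for no effect and no enzyme for full effect; many of its hits are not listed in these tables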
The depositor's hits bear a star; i = inactive; nt = not tested or not shown. An excerpt; count on the stated rates, not on these rows.

Each structure is followed by: KCNQ1 inh	KCNK3 inh	RGS4 act	KCNQ1 pot	RGS4 inh	PolyA inh	GSK3B inh	GSK3 alpha inh	KCNK9 inh	hERG protect	Dyrk1A ADPGlo
OCC#CCSc1nnc(-c2ccc(Br)cc2)o1
→ i	i	i	i	i	i	4	0	i	-17	5
O=C(NCc1ccccc1)c1cc2ccccc2o1
→ i	i	i	i	i	i	-23	3	i	-11	9
COc1ccc(CCNC(=O)C2CCN(C(=O)c3ccc(OC)c(OC)c3)CC2)cc1
→ i	i	i	i	i	i	3	-3	i	-11	3
COc1ccc(CC(=O)N2N=C(C)CC2(O)C(F)(F)F)cc1 (configuration not stated)
→ i	i	i	i	i	i	1	-3	i	-5	-5
CCOC(=O)Cn1nc(Cc2ccccc2)c2ccccc2c1=O
→ i	i	i	i	i	i	-1	-4	i	-8	12
Nc1nc2c(s1)C(=O)CC(c1ccccc1)C2 (configuration not stated)
→ i	i	i	i	i	i	-1	1	i	-7	3
COc1cc(/C=C/C(=O)NCc2nc3ccccc3[nH]2)cc(OC)c1OC
→ i	i	i	i	i	i	-1	1	i	-10	-4
CC(C)(C)Nc1nc(Cl)nc(NC2CCCCC2)n1
→ i	i	i	i	i	i	0	3	i	-5	-4
Cc1nnc(Sc2c(N)n(C)c(=O)[nH]c2=O)s1
→ i	i	i	i	i	i	2	-1	i	-3	6
CC1CCN(C(=O)CSc2nc(C3CC3)nc3ccccc23)CC1
→ i	i	i	i	i	i	-15	-1	i	-10	1
CC(CN1C(C)CCCC1C)OC(=O)c1cccc(Br)c1 (configuration not stated)
→ i	i	i	i	i	i	2	0	i	-9	-1
CC1CCN(S(=O)(=O)c2ccc(S(=O)(=O)N3CCC4(CC3)OCCO4)cc2)CC1
→ i	i	i	i	i	i	1	5	i	-8	-10
CCOC(=O)C1CCCN(C(=O)c2sc3nc(C)nc(N(CC)CC)c3c2C)C1 (configuration not stated)
→ i	i	i	i	i	i	1	-1	i	-15	-2
Cc1ccc(CNC(=O)CCNC(=O)Cn2ccc3ccccc3c2=O)o1
→ i	i	i	i	i	i	2	-2	i	-6	-3
O=C(Cn1nc(-c2ccccc2)c2ccccc2c1=O)NN1CCOCC1
→ i	i	i	i	i	i	4	1	i	-1	12
COc1ccc2cnnc(SCC(=O)Nc3ccc(C(C)=O)cc3)c2c1OC
→ i	i	i	i	i	i	2	-1	i	-7	-1
CC(=O)Nc1cccc(NS(=O)(=O)c2cc3c4c(c2)CCN4C(=O)CC3)c1
→ i	i	i	i	i	i	0	1	i	-7	-14
O=C(NNC(=S)NC(=O)C12CC3CC(CC(C3)C1)C2)c1ccncc1
→ i	i	i	i	i	i	1	-3	i	-2	-1
CCCCN(CCCC)CCCNC(=O)CN1C(=O)COc2ccc(S(=O)(=O)N3CCC(C)CC3)cc21
→ i	i	i	i	i	i	-1	-2	i	-6	2
Nc1nnc(CSCc2cccc(Br)c2)s1
→ i	i	i	i	i	i	3	0	i	-14	1
COC(=O)c1cc(OC)c(OC)cc1NC(=O)C(C)Sc1ccc(C)cc1 (configuration not stated)
→ i	i	i	i	i	i	4	-1	i	-11	-6
CCCc1cc(=O)oc2cc(OCC(=O)N3C[C@H]4C[C@@H](C3)c3cccc(=O)n3C4)c(Cl)cc12
→ i	i	i	i	i	i	0	1	i	-5	0
Cc1cc(C)c(COc2ccc(/C=N/n3c(C)n[nH]c3=S)cc2)c(C)c1
→ i	i	i	i	i	i	1	-1	i	-6	-4
O=C(C1CCCC1)N1CCN(S(=O)(=O)c2ccc(F)cc2)CC1
→ i	i	i	i	i	i	1	6	i	2	6
CCCCn1c(N)c(N(CC)C(=O)c2ccc(C)cc2)c(=O)[nH]c1=O
→ i	i	i	i	i	i	-1	-3	i	-2	-1
O=C(Nc1ccc2ccccc2c1)c1cccnc1
→ i	i	i	i	i	i	-4	0	i	0	9
O=C1NC(=Nc2cccnc2)S/C1=C/c1ccc(F)cc1
→ i	i	i	i	i	i	-2	-2	i	-6	nt
S=C(NCCCN1CCOCC1)Nc1cccc(Cl)c1
→ i	i	i	i	i	i	2	nt	i	-16	-3
O=C(CSCc1ccccn1)Nc1ccccc1
→ i	i	i	i	i	i	2	0	i	-8	-7
COc1ccc(N=Cc2nc(-c3ccccc3)oc2OC(=O)c2ccccc2)cc1
→ i	i	i	i	i	i	6	0	i	-2	-3
COc1ccc(-c2cc(C(=O)NCC3CCCO3)on2)cc1OC (configuration not stated)
→ i	i	i	i	i	i	0	-3	i	-7	-2
CC(C)CN(C(=O)CN1C(=O)C2CCCCC2C1=O)c1c(N)n(Cc2ccccc2)c(=O)[nH]c1=O (configuration not stated)
→ i	i	i	i	i	i	-3	0	i	-11	-2
Cc1[nH]n(-c2cccc3ccccc23)c(=O)c1/C=N/c1sc2c(c1C#N)CCC2
→ i	i	i	11*	i	i	1	0	i	2	4
Cc1ccc(N2C(S)=C(C#N)C(=O)NC23CCCCC3)cc1
→ i	i	i	i	i	i	-2	14	i	-9	3
CC1CN(C(=S)Nc2ccccc2)N(c2ccccc2)C1 (configuration not stated)
→ i	i	i	i	i	i	-1	nt	i	-13	3
O=C(NCc1cccs1)C1CCCN(S(=O)(=O)c2ccc3c(c2)OCO3)C1 (configuration not stated)
→ i	i	i	i	i	i	3	2	i	-6	-7
O=C(O)C1CCCCC1C(=O)Nc1ccc(OCc2ccccc2)cc1 (configuration not stated)
→ i	i	i	i	i	i	3	0	i	-12	-3
COc1ccc(C(=O)COc2ccccc2N2C(=O)C3C4C=CC(C4)C3C2=O)cc1 (configuration not stated)
→ i	i	i	i	i	i	0	2	i	-5	5
COc1cccc(CNS(=O)(=O)c2cc3c(cc2Cl)NC(=O)CO3)c1
→ i	i	i	i	i	i	3	2	i	-4	-2
Cc1ccc(N2C(=O)N(CC(=O)Nc3ccc(C)c(C)c3[N+](=O)[O-])C(=O)C2C)cc1 (configuration not stated)
→ i	i	i	i	i	i	1	4	i	-1	40
Cc1csc(NC(=O)CSc2nnc(C)s2)n1
→ i	i	i	i	i	nt	1	-3	i	-6	-3
COc1cc(/C(C)=N/N2CCOCC2)cc(OC)c1OC
→ i	i	i	i	i	i	-1	-2	i	2	0
Cc1n[nH]c(C)c1CS(=O)(=O)c1ccccc1
→ i	i	i	i	i	i	4	-3	i	-2	-3
COc1cccc(C(=O)NC(=S)Nc2ccc(N(C)C)cc2)c1
→ i	i	i	i	i	i	1	11	i	-4	2
Cc1cc(N/C=C/C(=O)c2ccc(Br)cc2)no1
→ i	i	i	i	i	i	3	-2	i	-3	1
COC(=O)CSc1nnc(CNc2ccc(F)cc2)o1
→ i	i	i	i	i	i	2	0	i	-8	0
COc1ccc(-n2c(SCc3nnc(-c4ccccc4)o3)nnc2-c2ccccc2)cc1
→ i	i	i	i	i	i	1	8	i	-14	-2
O=C(Cc1ccc(Cl)cc1)Nc1ncccn1
→ i	i	i	i	i	i	-3	-4	i	-14	1
CC(=O)Nc1cccc(OCc2ccc(F)cc2)c1
→ i	i	i	i	i	i	2	-2	i	-6	2
CC(C)c1ccc(NC(=O)N2CCN(S(=O)(=O)c3ccccc3)CC2)cc1
→ i	i	i	i	i	i	2	-3	i	-3	-1
COc1ccc(/C=N/n2c(C)nc3ccccc3c2=O)cc1OC
→ i	i	i	i	i	i	3	-3	i	-2	3
CN(c1cccc2cccnc12)S(=O)(=O)c1ccccc1
→ i	i	i	i	i	i	2	-2	i	-2	9
CCc1cc2c(=O)n(-c3ccccc3)c(=S)[nH]c2s1
→ i	i	i	i	i	i	-6	1	i	-8	15
Cc1cccc(N(C(=O)CCC(=O)Nc2cc(C)on2)C(C(=O)NC2CCCC2)c2ccncc2)c1 (configuration not stated)
→ i	i	i	i	i	i	5	1	i	-8	-1
NS(=O)(=O)c1ccc2ccccc2c1
→ i	i	i	i	i	i	-20	-1	i	-8	1
c1csc(-c2csc3ncnc(NCCCN4CCOCC4)c23)c1
→ i	i	i	i	i	i	-8	20	i	-14	12
OCCN(Cc1ccccc1)Cc1ccc(F)c(F)c1
→ i	i	i	i	i	i	-4	0	i	-8	-1
CCN(CC)S(=O)(=O)c1cc([N+](=O)[O-])ccc1NNC(=O)Nc1ccc(Cl)c(Cl)c1
→ 10*	i	i	i	i	i	1	-3	-7.4*	-8	-2
CCCOC(=O)c1ccc(-c2ccc(C=O)o2)cc1
→ i	i	i	i	i	i	2	nt	i	-3	-2
O=C(NCCN1CCCCCC1)C1CCCN1S(=O)(=O)c1cccc2nsnc12 (configuration not stated)
→ i	i	i	i	i	i	1	0	i	-8	0
O=C(CCc1c[nH]c2ccccc12)N1CCN(S(=O)(=O)c2ccccc2)CC1
→ i	i	i	i	i	i	2	-1	i	-9	3
COc1ccc(N2CCN(CCNC(=O)c3c(C)cc(=O)oc3C)CC2)cc1
→ i	i	i	i	i	i	2	nt	i	-7	2
Cc1c(/C=N\NC(=O)c2cc3ccccc3o2)c2ccccc2n1C
→ i	i	i	i	i	i	0	-2	-6.8*	-5	12
